# Source: PubChem BioAssay
# USP1 inh – inhibitors of human USP1/UAF1 deubiquitinase. O94782. recombinant USP1/UAF1, Ub-Rhodamine cleavage fluorescence. Potency, µM (top dose mostly 57.1 µM), for the others: at the highest dose activity change, negative = inhibition, hits mostly inhibitors. actives 0.23% (n = 390,000). AID 743255; further: potency means the concentration at half of the fitted maximal effect; on the % scale 0 is the no-effect control and ±100 the full control effect; nearly all actives have a fitted effect of over 60% in size; inactives centre near -12
#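 1 nM enzyme complex + cpd, 15 min RT; start with Ub-Rho 150nM final; kinetic fluorescence ex 480/em 540, 6 reads q60 s. Buffer 50mM HEPES pH 7.8, 0.5mM EDTA, 0.1 mg/ml BSA, 1mM TCEP, 0.01% Tween-20.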
# Vif-A3F inh – Vif-A3F binding inhibition | Potency, µM (highest dose often 46.1 µM), for inactives: at the highest dose activity, negative = active | actives 0.2% (n = 390,000) | HeLa A3F-eYFP + Vif (tagged APOBEC3F with the HIV-1 protein that degrades it), YFP fluorescence increase | AID 602313; further: potency means the concentration at half of the fitted maximal effect; % of control where 0% means no effect; nearly all actives have a fitted effect of over 65% in size
#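 Fluorescence increase (Ex 488/Em 500-530) after overnight compound treatment at 37 deg C flags inhibition of Vif-driven A3F-eYFP loss in stable HeLa A3F-eYFP/Vif cells seeded overnight beforehand.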
# Vif-APOBEC3G blk – blocks the Vif interaction with human APOBEC3G; Q9HC16; HeLa A3G-eYFP + Vif (tagged APOBEC3G with the HIV-1 protein that degrades it), YFP fluorescence, overnight; Potency, µM (highest dose often 46.1 µM), for inactives: top-dose activity, negative = active, usual class: inhibitors; actives 0.076% (n = 410,000);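 further: potency means the concentration at half of the fitted maximal effect; on the % scale 0 is the no-effect control and ±100 the full control effect; nearly all actives have a fitted effect of over 60% in size; hits raise eYFP signal because A3G escapes Vif-driven loss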
# Target sequence (Q9HC16 whole entry, looked up): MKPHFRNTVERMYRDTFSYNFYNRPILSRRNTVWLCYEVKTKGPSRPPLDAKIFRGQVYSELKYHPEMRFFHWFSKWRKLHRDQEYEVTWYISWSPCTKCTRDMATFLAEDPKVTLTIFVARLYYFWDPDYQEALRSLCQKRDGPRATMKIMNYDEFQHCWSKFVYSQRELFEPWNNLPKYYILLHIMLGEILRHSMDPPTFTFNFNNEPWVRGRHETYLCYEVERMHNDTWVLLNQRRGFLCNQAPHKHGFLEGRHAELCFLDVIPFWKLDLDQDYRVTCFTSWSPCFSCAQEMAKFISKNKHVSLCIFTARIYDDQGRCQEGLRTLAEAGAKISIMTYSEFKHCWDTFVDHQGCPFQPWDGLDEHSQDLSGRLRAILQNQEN
#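 HeLa cells stably expressing Vif and C-terminally eYFP-tagged A3G, seeded overnight at 37 deg C, then exposed to compound by pintool overnight at 37 deg C. Rise in yellow fluorescence (Ex 488/Em 500-530, Acumen) marks blocked Vif-driven A3G degradation.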
# IDH1 R132H inh – human IDH1 R132H inhibition; AID 602179; O75874; IDH1-R132H enzyme, NADPH consumption, diaphorase/resazurin fluorescence; actives 0.093% (n = 390,000); Potency, µM (series often up to 76.6 µM), without a hit: at the top dose activity change, negative = inhibition, most hits filed as inhibitors; further: potency means the concentration at half of the fitted maximal effect; on the % scale 0 is the no-effect control and ±100 the full control effect; nearly all actives have a fitted effect of over 65% in size
# Target sequence (O75874 whole entry R132H, stated change not applied): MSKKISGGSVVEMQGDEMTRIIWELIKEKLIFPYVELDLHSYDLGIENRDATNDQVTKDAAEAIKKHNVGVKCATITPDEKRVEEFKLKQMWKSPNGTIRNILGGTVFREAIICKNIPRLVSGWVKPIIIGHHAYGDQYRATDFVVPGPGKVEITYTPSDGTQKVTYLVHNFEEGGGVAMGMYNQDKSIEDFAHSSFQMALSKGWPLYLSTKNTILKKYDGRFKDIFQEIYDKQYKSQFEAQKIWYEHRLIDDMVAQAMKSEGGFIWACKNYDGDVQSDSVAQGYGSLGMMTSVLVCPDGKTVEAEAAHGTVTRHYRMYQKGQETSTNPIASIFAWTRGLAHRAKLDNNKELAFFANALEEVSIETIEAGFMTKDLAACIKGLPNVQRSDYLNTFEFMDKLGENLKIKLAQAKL
#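 IDH1-R132H (0.5 ug/mL dispensed) in pH 7.5 Tris buffer was preincubated 30 min with compound, then given a substrate mix of 0.016 mM NADPH and 2 mM alpha-KG for 80 min at room temperature; remaining NADPH was read by diaphorase/resazurin fluorescence.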
# RGS4 inh – inhibitors of human regulator of G protein signaling 4; P49798; Transcreener GDP fluorescence polarization, RGS4-accelerated GTP hydrolysis; Potency, µM (highest dose often 114 µM), for the others: top-dose activity change, negative = inhibition, actives largely listed as inhibitors; actives 0.039% (n = 390,000); AID 504845; further: potency means the concentration at half of the fitted maximal effect; on the % scale 0 is the no-effect control and ±100 the full control effect; nearly all actives have a fitted effect of over 75% in size; some results filed as inactive show a strong effect at the top dose
# Target sequence (P49798 whole entry, looked up): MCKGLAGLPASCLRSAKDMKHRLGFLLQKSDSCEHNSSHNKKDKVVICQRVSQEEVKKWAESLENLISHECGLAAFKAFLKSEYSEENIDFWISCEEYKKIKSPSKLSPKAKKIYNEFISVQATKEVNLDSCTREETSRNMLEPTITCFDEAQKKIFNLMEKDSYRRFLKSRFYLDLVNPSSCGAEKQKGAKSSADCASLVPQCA
#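 MLSMR compounds (23 nl, pin-transferred) preincubated 10 min at room temperature with a 500nM (2x) first reagent, then RGS4 at 900nM (2x) plus Transcreener GDP mix added; fluorescence polarization (620/688 nm) read before and after 90 min at 30 °C.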
# LDHA block – LDHA (human) enzyme inhibition; P00338; purified LDHA, NADH/diaphorase-resazurin fluorescence; hits give low values; activity change, % (values are at about 110 or 230 µM); actives 0.15% (n = 480,000); in the data active means activity change below about -30%; inconclusive means mostly about -25% to -30%;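 further: plate controls were DMSO wells for no effect and wells without enzyme for full effect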
#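 Human LDH5 (2 nM) was incubated with 0.06 mM NADH and 0.2 mM pyruvate for 5 min at room temperature in Tris pH 7.4. Remaining NADH was coupled through diaphorase/resazurin, and resorufin fluorescence was read at 0 and 20 min.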
# Glioma ERSR ind – induces the endoplasmic reticulum stress response in human glioma cells; AID 602332; actives 0.02% (n = 420,000); U87-MG GRP78 promoter luciferase reporter, 16 h; Potency, µM, for inactives: top-dose activation, hits mostly activators; further: potency means the concentration at half of the fitted maximal effect; series mostly up to about 76 µM; % of control where 0% means no effect; nearly all actives have a fitted effect of over 35% in size
#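 Stably transfected U87-MG glioma cells carrying a GRP78-based luciferase sensor; 16 h compound incubation. Luminescence end-point read 10 min after Bright-Glo addition at room temperature.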
# TrxR1 inh – inhibitors of rat thioredoxin reductase 1; actives 1% (n = 390,000); AID 588453; recombinant rTrxR1, NADPH fluorescence consumption, selenite substrate; Potency, µM (top dose mostly 114 µM), for the others: top-dose activity change, negative = inhibition, actives largely listed as inhibitors; O89049; further: potency means the concentration at half of the fitted maximal effect; on the % scale 0 is the no-effect control and ±100 the full control effect; nearly all actives have a fitted effect of over 65% in size
#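 Rat TrxR1 (90 nM in the dispensed reagent) was pre-reduced with 400 uM NADPH for 5 min at room temperature, then incubated with compound for 15 min. After 400 uM selenite was added, NADPH fluorescence (Ex 340/Em 450 nm) was followed for 8 min.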
# TrxR1 substrate – is turned over as a substrate by rat TrxR1. purified TrxR1 substrate turnover, NADPH consumption readout. Potency, µM (highest dose often 114 µM), inactives show at the top dose activity change, negative = substrate turnover. actives 0.01% (n = 390,000); further: potency means the concentration at half of the fitted maximal effect; on the % scale 0 is the no-effect control and ±100 the full control effect; nearly all actives have a fitted effect of over 50% in size
#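 Rat TrxR1, dispensed at 90 nM, was prereduced with 400 uM NADPH (final) for 5 min at ~22 deg C, then incubated with compound 15 min before 400 uM selenite. A first-read NADPH fluorescence drop versus no-compound background flagged substrates.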
# An asterisk follows results filed as active; ? = inconclusive; nt = not tested or not shown; & = joins results of further samples; [ ] = dose if it differs, or a comment. Unless noted, the call rests on the fitted dose curve; in most records, active means well fitted curve in the direction sought with a large enough effect; inconclusive means small, poorly fitted or top-dose-only effect, or another doubt; inactive means no such curve, though single readings can be large; an effect the other way counts as inactive or inconclusive. An excerpt (hit frequency here may not be typical).
SMILES,USP1 inh,Vif-A3F inh,Vif-APOBEC3G blk,IDH1 R132H inh,RGS4 inh,LDHA block,Glioma ERSR ind,TrxR1 inh,TrxR1 substrate
COc1cc([N+](=O)[O-])ccc1NC(=O)C[n+]1ccccc1C,-18%,-7%,-2%,2%,-10%,-1,-3%,0%[57.1 µM],7%[57.1 µM]
COc1ccc(C2Nc3ccccc3-c3cc(C)nn32)cc1OC (stereo not drawn),?,2%,0%,10%,-6%,0,-1%,1%[57.1 µM],1%[57.1 µM]
CSc1nc2ccc(Br)cc2[nH]1,-12%,8%,-4%,9%,-11%,-3,2%,24%[57.1 µM],-5%[57.1 µM]
COc1ccccc1-c1nnc(SCCN2CCOCC2)n1-c1ccc(C)cc1,-10%,0%,-1%,5%,-5%[56.9 µM],-10,-7%,-1%,-4%
CCOc1ccccc1NC(=S)N1CCN(c2ccc(O)cc2)CC1,-13%,3%,0%,8%,-40%,11,-3%,-4%[57.1 µM],-1%[57.1 µM]
O=C(NCCOc1ccccc1)C1Nc2ccc(C(F)(F)F)cc2C2c3ccccc3CC12 (stereo not drawn),-16%,-11%,?,-8%,-1%,-10,5%,-4%[57.1 µM],-7%[57.1 µM]
CC1(C)Cc2c(cnn2-c2ccc(F)cc2)C(NC(=O)CCc2ccncc2)C1 (stereo not drawn),-28%,-8%,-1%,-5%,0%,-1,1%,33%,10%
COc1ccccc1CC1S/C(=N/N=C/c2ccco2)NC1=O (stereo not drawn),-23%,-4%,-19%,-5%,-1%,-4,0%,7%,-6%
CC(C)(C)NC(=O)Cn1ccc(=N)c2ccccc21,0%,-7%,2%,-1%,-14%,-2,-4%,2%,0%
NS(=O)(=O)c1ccc(NC(=S)NC(=O)c2cccc(Br)c2)cc1,-8%,-7%,-4%,1%,-31%,-3,-1%,?,6%[57.1 µM]
S=c1[nH]nc(-c2cc(-c3ccccc3)n[nH]2)n1/N=C/C=C/c1ccccc1,-22%,2%,-3%,0%,-15%,-8,1%,5%,1%
Cc1cc(NC2C3CC4CC(C3)CC2C4)n2nnnc2n1 (stereo not drawn),-1%,-4%,0%,5%,3%,-4,1%,15%[57.1 µM],6%[57.1 µM]
Nc1c(-c2ccc(Cl)cc2)cnn1C1CCS(=O)(=O)C1 (stereo not drawn),-14%,-2%,-13%,-1%,13%,-3,1%,-12%,-10%
COC(=O)c1ccc(C)c(NC(=O)CSc2nnc3ccccn23)c1,-10%,7%,1%,-3%,19%,-4,-2%,32%,11%
C/C(CC(=O)Nc1ccc2c(c1)OCCO2)=N\NC(=O)COc1ccccc1,-20%,-15%,-4%,-6%,-12%,-8,1%,-53%,2%[57.1 µM]
COC(=O)CC1C(=O)NCCN1C(=O)CSc1nc2cc(Cl)ccc2o1 (stereo not drawn),-6%,7%,1%,1%,?,-10,-2%,21%[57.1 µM],4%[57.1 µM]
O=C1CC(N2CCN(c3ccc(F)cc3)CC2)C(=O)N1c1ccccc1 (stereo not drawn),-5%,15%,4%,-3%,-17%,-2,-4%,12%[57.1 µM],-6%[57.1 µM]
CCOc1ccc(-c2nc3c(c(CC)nn3-c3ccccc3)c3cc(OC)c(OC)cc23)cc1,-24%,0%,1%,0%,-25%,3,-1%,-2%,4%
Nc1ncc(CCN2CCOCC2)c(-c2ccc(F)cc2)n1,-14%,21%,-8%,7%,-3%,0,-1%,26%,9%
COCCN(C(=O)CSc1nnc(C)n1Cc1ccccc1)c1c(N)n(Cc2ccccc2)c(=O)[nH]c1=O,0%,8%,0%,3%,?,-6,-4%,21%[57.1 µM],4%[57.1 µM]
CCC/C(=N\NC(=O)c1ccc(CSc2nncn2C)cc1)c1ccccc1,-18%,0%,-1%,8%,-7%,-3,-1%,-14%,-8%
COc1ccc([C@@H]2OC2(C(N)=O)C(N)=O)cc1,-16%,0%,1%,0%,-2%[11.4 µM],-3,-1%,20%,0%
O=C1c2cccnc2C(Nc2ccc(S(=O)(=O)N3CCCCC3)cc2)N1Cc1ccccc1 (stereo not drawn),-16%,0%,0%,1%,-22%,3,-4%,11%,-1%
CCC(c1nnnn1Cc1ccc(F)cc1)N1CCN(C)CC1 (stereo not drawn),-17%,10%,1%,0%,-16%,2,-3%,2%,0%
CCOc1ccc(N(CC)C(=O)Cc2c(C(=O)O)n(C)c3ccccc23)cc1,-5%,5%,0%,1%,2%,0,0%,4%[57.1 µM],10%[57.1 µM]
CC(C)(C)OC(=O)N1CCCC(C(=O)Nc2ccc(C(=O)NCc3ccccc3)cc2)C1 (stereo not drawn),-19%,2%,-2%,12%,3%,0,0%,3%,-3%
CCc1cc(C(=O)NCC2CCCO2)sc1C (stereo not drawn),-24%,8%,-6%,0%,-15%,-3,3%,18%,3%
CCn1c(C)c(Br)c(=O)c(C(=O)OC)c1-c1ccc(Cl)cc1,-16%,0%,-5%,12%,-19%,-2,-5%,4%,0%
O=C(COC(=O)CCC1CCCCC1)Nc1ccc(OC(F)F)cc1,-12%,-2%,5%,19%,-3%,-2,0%,10%,-12%
CN(c1ccccc1)S(=O)(=O)c1ccc(C(=O)Nc2nnc(-c3ccco3)o2)cc1,-12%,-20%,1%,-8%,-9%,-1,-4%,-14%,-20%
CN(C)c1ccc(NC(=O)C[n+]2ccccc2)cc1,-15%,6%,-2%,12%,17%,-4,-3%,33%,4%
COc1ccc(/C=N/NC(=O)c2ccc(CSc3nncn3C)cc2)cc1OC,1%,9%,3%,-6%,78%[activator],-4,-2%,8%,-8%
O=C(CNS(=O)(=O)c1ccccc1)NCC(=O)OCc1ccccc1F,-15%,-1%,-3%,3%,8%,-4,-6%,11%,6%
O=C(Nc1ccc(NC(=S)NC(=O)c2ccco2)cc1)c1ccc(Br)cc1,?,-1%,0%,3%,nt,-9,-12%,nt,nt
COc1ccccc1NS(=O)(=O)c1ccc(C)c(C(=O)NC2=NCCS2)c1,-8%,3%,5%,11%,19%,-2,-4%,25%,0%
CC1=NN(c2ccccc2)C(=O)/C1=C/c1c(O)n(-c2ccc(F)c(Cl)c2)[nH]c1=O,-16%,-18%,1%,1%,-2%,-25,8%,-22%,-13%
Cc1c(CN2CCCCC2C)c(=O)n(-c2ccccc2)n1C (stereo not drawn),-16%,-5%,2%,-4%,17%,-13,-5%,23%,12%
C#CCNC(=O)C1=C[C@H](C)[C@@H](CCCO)[C@H](OCC)O1,-17%,0%,-7%,6%,1%,-1,-6%,12%,6%
COc1ccc(NC(=O)CCN2C(=O)C3C4CCC(C4)C3C2=O)cc1 (stereo not drawn),-17%,7%,-2%,2%,-1%,-1,-1%,-5%,-5%
Cc1cc(=O)n2nc(N3CCC(C(=O)Nc4ccc(C)c(Cl)c4)CC3)sc2n1,-21%,2%,2%,6%,-11%,-8,1%,19%,3%
COc1ccc(-c2nc(C)c(C(C)=O)n2O)cc1[N+](=O)[O-],-9%,5%,-4%,-4%,-17%,1,-8%,9%[57.1 µM],-5%[57.1 µM]
O=C(CC1(O)C(=O)N(CCc2ccccc2)c2ccc(Br)cc21)c1ccccc1 (stereo not drawn),-25%,?,-17%,-4%,-4%,-2,3%,8%,1%
COc1ccc(C(=O)NCc2nnc(SCC(=O)Nc3cccc(C(F)(F)F)c3)o2)cc1OC,-12%,-1%,1%,-5%,-12%,-1,-8%,-6%,-11%
CC(C)n1c(N2CCCC2)nc2c1c(=O)[nH]c(=O)n2C,-25%,4%,1%,7%,18%,0,-4%,23%,0%
COCc1nnc(NS(=O)(=O)c2ccc(Br)cc2)s1,-13%,-9%,-6%,9%,-8%[11.4 µM],2&0,3%,10%[57.1 µM],-4%[57.1 µM]
CC(=O)c1sc(NC(=O)c2cccc(N3C(=O)CCC3=O)c2)nc1-c1ccccc1,-19%,1%,-1%,2%,27%,-2,-2%,-12%,-7%
CCc1nnc(NC(=O)CSCc2cc(=O)n3nc(C(C)C)sc3n2)s1,-7%,-4%,1%,-4%,-2%,-3,-2%,8%,0%

# Quoted at random: 5 compounds from above.
SMILES,USP1 inh,Vif-A3F inh,Vif-APOBEC3G blk,IDH1 R132H inh,RGS4 inh,LDHA block,Glioma ERSR ind,TrxR1 inh,TrxR1 substrate
COc1ccc(-c2nc(C)c(C(C)=O)n2O)cc1[N+](=O)[O-],-9%,5%,-4%,-4%,-17%,1,-8%,9%[57.1 µM],-5%[57.1 µM]
CC(C)n1c(N2CCCC2)nc2c1c(=O)[nH]c(=O)n2C,-25%,4%,1%,7%,18%,0,-4%,23%,0%
COCc1nnc(NS(=O)(=O)c2ccc(Br)cc2)s1,-13%,-9%,-6%,9%,-8%[11.4 µM],2&0,3%,10%[57.1 µM],-4%[57.1 µM]
CCc1nnc(NC(=O)CSCc2cc(=O)n3nc(C(C)C)sc3n2)s1,-7%,-4%,1%,-4%,-2%,-3,-2%,8%,0%
O=C(CC1(O)C(=O)N(CCc2ccccc2)c2ccc(Br)cc21)c1ccccc1 (stereo not drawn),-25%,?,-17%,-4%,-4%,-2,3%,8%,1%
